From PubChem BioAssay
TNAP activation fold: stimulation of alkaline phosphatase TNAP activity – biochemical, luminescent, no phosphate acceptor, uHTS, primary screen (AID 1001). one-dose activation fold at 20 µM; EC50 in µM for titrated hits. purified TNAP, luminescent activation assay, no phosphate acceptor; higher activation fold means a stronger effect. 200,000 tested, 0.03% active; in the data active = activation fold from about 3, or a potency from the dose series; inactive = the rest, 99 in 100 with activation fold below about 1.6; note: many of its hits are not listed in these tables
Myeloid diff 2: myeloid differentiation induction; AID 624256; calls only at 10 µM; 360,000 tested, 1% active; ER-HoxA9 myeloid progenitors, lysozyme-GFP differentiation, flow cytometry;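 active = normalized GFP-positive differentiation at or above the plate's own cutoff, the solvent-only control mean plus 3 SD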;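 note: cells exposed to compound for four days before flow analysis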
T cell HTS: T cell immune modulation candidate. 2C CD8+ T cell-vesicle binding, flow cytometry; hits give low values. calls only at 7 µM. 330,000 tested, 0.068% active. AID 2052;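 active = response, share of CD8 T cells binding vesicles, and their 90th percentile fluorescence all below set limits, cut at about 80% in these data, passing the limit was not always enough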
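material = purified 2C TCR transgenic mouse naive CD8+ T cells | controls = Unloaded micro-vesicles (low), QL9 vesicles with 0.7% DMSO (high) | detection = cytometric PE anti-B7-1 and Alexa647 anti-CD8 signals after 1% paraformaldehyde fixation | incubation = binding step 1.5 h, 37 °C, antibody labelling 20 min, ice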
Ins promoter up: MIN6 insulin promoter up-regulation. MIN6 insulin promoter-GFP reporter, high-content imaging; hits give high values. z-score at 5 µM. 190,000 tested, 0.3% active;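 active = z-score above 3 at 5 µM with at least 500 cells counted in the well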
Dynein transport: blocks dynein driven cargo transport along microtubules | z-score, hits read low | 220,000 tested, 0.47% active | 3617.4 mouse cells, GR-EGFP nuclear translocation imaging; test concentration mostly 20 µM; stimulated with dexamethasone, 1 µM; hits give low values;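 active = plate z-score of nuclear minus cytoplasmic receptor signal below a set negative limit, without overly bright fluorescence or cell loss, cut at about -3.5 in these data, passing the limit was not always enough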;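 note: z-score of nuclear minus cytoplasmic ring GR-EGFP intensity difference per well; some compounds called inactive have numbers as strong as hits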
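Buffer or medium: tet-free, stripped-serum medium; reagent: dexamethasone at 1.0 µM final, 30 min; incubation: 48 h induction, 1 h compound, 30 min dex at 37 °C; measured by: formaldehyde fixation, Hoechst nuclear stain, 10x automated fluorescence imaging; read-out: nuclear-to-cytoplasmic GR-EGFP distribution per well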
MT stabilizer: microtubule stabilizers in HeLa cells; HeLa tubulin immunostaining HCS, 24 h; share of cells brighter than vehicle mean+2SD; % tubulin-high responders, % at 10 µM; 200,000 tested, 0.83% active;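 active = plate Z-score above 3 for both tubulin-high and condensed-nucleus cell shares, with cell loss under 80%, at 10 µM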;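 note: anti alpha tubulin signal scored within the nucleus-defined area of each cell; some results filed as inactive read as strong as hits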
bCat nuc transl: modulators of beta-catenin nuclear translocation; HeLa beta-catenin nuclear translocation, immunofluorescence imaging; 190,000 tested, 0.3% active; AID 1665; nuclear translocation activity, % at 5 µM;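 active = nuclear translocation activity above 50% at 5 µM, with a well cell count of 50 or more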;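 note: per-cell ratio of nuclear to cytoplasmic median beta-catenin stain intensity; plate controls were DMSO negative control for no effect and GSK-3 inhibitor IX positive control for full effect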
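test system = HeLa cells, endogenous beta-catenin | dosing = single 5 µM dose plus 0.02–20 µM confirmation series | times = compound treatment 24 h, 37°C, 5% CO2 | technique = beta-catenin immunofluorescence imaging with DAPI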
Lipid droplet: hepatic lipid droplet formation modulation; inhibition, % at 6.5 µM; 240,000 tested, 0.4% active; AML12 mouse hepatocytes, oleate lipid droplets, BODIPY imaging;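 active = lipid droplet intensity inhibited by at least 50%, with more than 500 cells counted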
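Material: mouse AML12 hepatocyte cell line, fixed after treatment; Timing: compound with oleate, overnight; Technique: high-content imaging of BODIPY-stained droplets and DAPI nuclei; Probe or stimulus: oleate, 100 µM final; Dosing: compound at 6.5 µM only.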
PMI inhibitors: inhibitors of human PMI, primary screen, biochemical, fluorescence intensity, coupled assay (AID 1209) | one-dose inhibition, % at 20 µM; IC50 in µM for titrated hits | purified PMI enzyme, coupled fluorescence intensity; higher % means a stronger effect | 190,000 tested, 0.42% active; in the data active = inhibition above about 50%;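 note: plate controls were DMSO vehicle for no effect and wells lacking substrate for full effect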
Dynein transport cytoplasmic EGFP: further read-out of Dynein transport, marked with its call; z-score; measured here: cytoplasmic GR-EGFP intensity; hits give high values
Dynein transport nuclear GR-EGFP: also measured in Dynein transport; calls as there; z-score; measured here: nuclear GR-EGFP intensity;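 lower value marks the stronger effect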
Dynein transport cell count: also measured in Dynein transport; calls as there; z-score; measured here: cell count per field
Ins promoter up cell count: further read-out of Ins promoter up, marked with its call; cell count; measured here: cytotoxicity, nuclei count;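 total cells summed across four imaged fields per well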
Lipid droplet cells 6.5 µM: second read-out of Lipid droplet, no call of its own (marks repeat the call); cell count; measured here: cell count, cytotoxicity flag;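 cells counted across two imaged fields per well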
bCat nuc transl cell count 5 µM: second read-out of bCat nuc transl, no call of its own (marks repeat the call); cell count; measured here: cell count, cytotoxicity flag
T cell HTS vesicle-bound %: recorded beside T cell HTS, whose call it bears; double positive events, %; measured here: CD8+ vesicle-bound cell fraction;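 binding gate set so that unloaded-vesicle control wells show 10% double positive cells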
MT stabilizer Hoechst-high %: recorded beside MT stabilizer, whose call it bears; % Hoechst-high responders; measured here: nuclear condensation Hoechst responders;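 share of cells brighter than vehicle mean plus two SD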
MT stabilizer cytotoxicity %: second read-out of MT stabilizer, no call of its own (marks repeat the call); toxicity, %; measured here: cytotoxicity by cell density;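 0% = mean cell density of plate MIN control wells and 100% = no cells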
Myeloid diff 2 GFP+ MAC1+ %: also measured in Myeloid diff 2; calls as there; GFP+ MAC1+ double positive, %; measured here: differentiation confirmed by MAC1 staining
An asterisk follows results filed as active; i = inactive; · = not tested or not shown; + = active, no number.

SMILES	TNAP activation fold	Myeloid diff 2	Myeloid diff 2 GFP+ MAC1+ %	T cell HTS	T cell HTS vesicle-bound %	Ins promoter up	Ins promoter up cell count	Dynein transport	Dynein transport cytoplasmic EGFP	Dynein transport nuclear GR-EGFP	Dynein transport cell count	MT stabilizer	MT stabilizer Hoechst-high %	MT stabilizer cytotoxicity %	bCat nuc transl	bCat nuc transl cell count 5 µM	Lipid droplet	Lipid droplet cells 6.5 µM	PMI inhibitors
C=CCn1c(C)c(C(C)=O)c(SC)nc1=S	1.2	i	1.6	i	30.0	0.53	1226	-0.217	-0.201	0.0105	0.527	1.8	1.9	4.0	-1.0	908	·	·	-4.0%
COc1ccc(OCC(=O)O/N=C(\N)c2ccc(OC)c(OC)c2)cc1	0.9	i	0.3	i	34.3	0.53	1418	0.812	-0.165	0.497	-0.46	1.4	3.0	6.0	-0.6	1070	20.0	673	0.0%
COC(=O)c1cccc(-c2ccc(/C=N/N3C(=O)C4C5C=CC(C6CC56)C4C3=O)o2)c1 (stereo not drawn)	1	i	0.2	i	52.1	-0.43	1426	-0.303	-0.19	-0.034	0.437	1.1	1.5	1.8	0.5	1508	3.1	640	10.7%
O=C(NCc1ccccc1)c1cc(=O)c2ccccc2o1	1.1	i	0.2	i	60.9	0.15	1591	0.298	-0.208	0.345	-0.529	2.3	1.5	5.6	-4.8	1108	2.3	691	-6.5%
COc1ccc(-n2c(CNC(=O)COc3ccc(Cl)cc3Cl)n[nH]c2=S)cc1	1.1	i	0.6	i	15.4	-0.45	1352	0.369	-0.258	0.213	-0.166	4.2	3.2	6.6	0.9	1077	-21.6	707	-0.3%
CC1CCCN(S(=O)(=O)c2ccc(C(=O)Nc3nnc(-c4ccccc4Cl)o3)cc2)C1 (stereo not drawn)	1	+	4.5*	i	34.0	-0.67	1530	-0.577	-0.214	-0.24	0.0921	3.0	1.0	1.9	-0.4	1043	4.3	604	-4.6%
CC1=C(C#N)C(c2ccc(O)cc2)C2=C(CCCC2=O)N1 (stereo not drawn)	1.1	i	0.0	i	59.5	-0.55	1203	-0.154	-0.385	-0.644	1.35	4.6	1.3	8.0	-0.5	1112	-8.4	672	1.5%
C/C(=N/N=C1/NC(=O)CC(C(=O)O)S1)c1ccccc1 (stereo not drawn)	1.1	i	0.7	i	12.9	-0.76	1363	-0.561	-0.247	-0.402	0.221	5.0	2.4	2.7	-1.4	1148	-21.8	665	8.5%
O=C(O)CCC(=O)NNC(=O)CCC1CCCCC1	1.1	i	0.0	i	50.2	0.43	1361	2.55	-0.113	1.26	-1.92	1.8	1.7	4.5	6.4	567	-0.4	587	2.7%
NC(=O)COc1c(-c2ccccc2)oc2ccccc2c1=O	1.1	i	1.6	i	42.0	-1.2	1274	0.459	-0.255	0.214	0.197	2.0	2.4	6.1	-0.5	1080	19.6	777	-1.8%
CN1CCN(C(=S)Nc2ccc([N+](=O)[O-])cc2)CC1	1	·	·	i	8.6	0.15	1485	-0.294	-0.183	-0.233	-0.182	1.7	1.2	4.3	-0.4	1465	·	·	12.6%
COc1ccccc1N(CC(O)Cn1c(C)nc2ccccc21)S(=O)(=O)c1ccccc1 (stereo not drawn)	0.9	i	0.4	i	11.3	-0.17	1333	0.539	0.283	0.184	-0.45	3.3	2.7	0.7	-2.5	1025	-2.2	704	0.4%
Cc1cc(NC(=O)C(C)C)ncc1NC(=O)CCc1ccccc1	·	i	0.7	i	36.7	·	·	-0.548	-0.219	-0.168	-0.0579	3.3	2.0	9.0	·	·	·	·	·
O=c1cc(CSc2nnc(-c3ccco3)o2)c2ccccc2[nH]1	1	i	0.6	i	50.5	0.07	928	-0.185	-0.147	-0.257	0.492	1.4	1.5	5.2	-1.2	1009	-2.4	710	-3.1%
COc1ccc(S(=O)(=O)N(C)c2ccc(C(=O)NCCC(C)C)cc2)cc1	1.1	i	0.5	i	43.0	0.18	814	0.225	-0.264	0.637	-0.0492	1.9	1.6	4.2	-4.5	1025	1.7	723	18.7%
CCOC(=O)c1cc(-c2ccc(F)cc2)n(CC(=O)NCc2ccccn2)c1C	1	i	0.5	i	62.3	0.53	1159	1.16	0.62	0.571	-0.4	2.6	1.7	2.5	·	·	8.2	696	14.4%
CCCn1c(SCC(=O)Nc2cccc(Cl)c2Cl)n[nH]c1=O	0.9	i	0.7	i	32.7	-0.09	1250	0.437	-0.172	0.278	-0.152	2.6	0.8	3.0	1.2	1096	-1.9	708	-2.8%
O=C(O)CC(NC(=O)C(c1ccccc1)c1ccccc1)c1cccc([N+](=O)[O-])c1 (stereo not drawn)	·	i	0.5	i	10.7	-0.17	1483	0.634	-0.291	-0.109	-0.553	·	·	·	-5.8	1143	1.7	749	·
CC(C)(CO)CNC(=O)c1ccc(OC2CCN(C(=O)C3CC3)CC2)cc1	1.1	i	0.3	i	35.8	-0.41	1320	-0.873	-0.0141	-0.294	0.781	3.2	2.4	0.5	-0.3	1153	3.5	696	4.6%
Cc1csc2c(N3CCN(C(=O)NC(C)(C)C)CC3)ncnc12	·	i	1.1	i	25.1	-0.87	1047	-1.34	-0.223	-0.024	-0.0864	·	·	·	-0.2	1260	-3.2	666	·
Cc1ccc(-n2ncc3c(=O)[nH]c(SCC(=O)N4CCC(C)CC4)nc32)cc1C	1.1	i	1.8	·	·	0.12	1849	-0.679	-0.222	-0.0589	1.07	3.9	2.7	6.6	-1.9	1120	-3.2	696	11.9%
C/C(=N\OC(=O)c1ccccc1F)c1nccs1	1.1	i	0.7	i	32.9	0.02	1535	-0.285	-0.195	0.0496	0.233	1.9	1.9	7.2	0.9	1414	·	·	-0.3%
COc1ccc(NC(=O)Cn2cc(C(=O)c3ccco3)c3ccccc32)cc1	1.1	i	1.4	i	27.0	0.44	1610	-0.984	-0.202	-0.327	-0.14	2.9	1.3	3.3	-0.5	1371	·	·	19.5%
OCc1nc2ccccc2n1/N=C/c1cccs1	·	i	0.4	i	33.0	0.04	1093	1.92	-0.249	1.27	-1.15	·	·	·	0.9	1299	29.8	732	·
O=C(O)C1C2CCC(C2)C1C(=O)NCCC1=CCCCC1 (stereo not drawn)	1.1	i	0.3	i	35.2	-0.29	1327	-0.81	-0.276	-0.802	0.594	5.4	1.7	7.5	-2.1	570	1.2	730	-4.7%
Additional results follow:
SMILES	TNAP activation fold	Myeloid diff 2	Myeloid diff 2 GFP+ MAC1+ %	T cell HTS	T cell HTS vesicle-bound %	Ins promoter up	Ins promoter up cell count	Dynein transport	Dynein transport cytoplasmic EGFP	Dynein transport nuclear GR-EGFP	Dynein transport cell count	MT stabilizer	MT stabilizer Hoechst-high %	MT stabilizer cytotoxicity %	bCat nuc transl	bCat nuc transl cell count 5 µM	Lipid droplet	Lipid droplet cells 6.5 µM	PMI inhibitors
CCCOc1ccc(CCC(=O)N/N=C/c2ccc([N+](=O)[O-])o2)cc1	·	i	0.6	i	53.8	0	1330	-1.1	-0.226	-0.675	1.22	·	·	·	-2.7	1163	2.4	752	·
O=C(CN1C(=O)NC(c2ccccc2)(c2ccccc2)C1=O)Nc1ccc2[nH]c(=O)[nH]c2c1	·	i	0.6	i	24.8	-0.53	1436	-1.1	-0.152	-0.48	0.165	·	·	·	-3.2	1170	-7.1	727	·
Cc1cccc(NC(=O)C(=O)NCc2ccc3c(c2)OCO3)c1C	1	i	0.1	i	17.1	·	·	0.277	-0.242	0.356	-0.0872	5.0	1.9	2.1	-0.6	964	-12.5	706	16.6%
CCN(CC)S(=O)(=O)c1cccc(NC(=O)COc2ccc(C#N)cc2OC)c1	1.1	i	0.8	i	28.2	-0.43	1356	-0.295	0.0951	-0.0367	-0.28	5.0	2.7	7.3	3.2	507	-17.8	641	8.7%
CCCC(c1nnnn1CC(=O)OCC)N(Cc1cc2ccc(C)cc2[nH]c1=O)C1CCCC1 (stereo not drawn)	1.1	i	1.0	i	42.9	·	·	-0.00421	-0.252	-0.0254	0.378	3.3	1.2	4.7	-1.5	1141	3.6	656	-0.5%
CN(C1CCCCC1)S(=O)(=O)c1ccc(NC(=S)NC(=O)c2cccs2)cc1	0.9	i	4.3	i	52.4	·	·	1.26	-0.233	0.89	0.114	1.7	1.9	1.3	·	·	·	·	17.4%
COC(=O)Nc1nnc(-c2ccccc2Cl)s1	1	i	0.8	i	23.3	0.06	1068	0.135	-0.318	0.11	0.167	7.0	4.7	6.8	1.3	1153	·	·	-0.9%
CN(C)c1nc2c(c(=O)[nH]c(=O)n2C)n1Cc1ccccc1Br	1	i	0.6	i	55.8	-0.7	1627	-1.23	-0.334	-0.921	0.0101	4.8	2.6	7.7	-0.5	1341	·	·	-12.6%

An unsorted share of the library; overall some 3% were active at least once.
